CHT block = human CHT choline transport inhibition; 310,000 tested, 0.86% active; B-score at 10 µM; CHT-expressing cells, membrane potential dye, choline response; active compounds read low; Q9GZV3; AID 488975;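 active means B-score over 3 SD under the library average, and starting fluorescence ratio not unusually high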;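 further: choline stimulus applied at its EC90 after an EC20 pre-addition; B-score computed on integrated fluorescence ratio after choline addition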
KCNQ2 block = KCNQ2 channel blockers in CHO-K1 cells – cell-based, FluxOR thallium flux, B-score, primary screen (AID 2156); O88943; B-score at 10 µM; 310,000 tested, 1.1% active; 20 min; active compounds read low;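 active means fluorescence ratio B-score at most minus 3 library SDs, with starting brightness B-score within 2 library SDs, cut at about -5.5 in these data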
Target sequence (O88943 whole entry, looked up): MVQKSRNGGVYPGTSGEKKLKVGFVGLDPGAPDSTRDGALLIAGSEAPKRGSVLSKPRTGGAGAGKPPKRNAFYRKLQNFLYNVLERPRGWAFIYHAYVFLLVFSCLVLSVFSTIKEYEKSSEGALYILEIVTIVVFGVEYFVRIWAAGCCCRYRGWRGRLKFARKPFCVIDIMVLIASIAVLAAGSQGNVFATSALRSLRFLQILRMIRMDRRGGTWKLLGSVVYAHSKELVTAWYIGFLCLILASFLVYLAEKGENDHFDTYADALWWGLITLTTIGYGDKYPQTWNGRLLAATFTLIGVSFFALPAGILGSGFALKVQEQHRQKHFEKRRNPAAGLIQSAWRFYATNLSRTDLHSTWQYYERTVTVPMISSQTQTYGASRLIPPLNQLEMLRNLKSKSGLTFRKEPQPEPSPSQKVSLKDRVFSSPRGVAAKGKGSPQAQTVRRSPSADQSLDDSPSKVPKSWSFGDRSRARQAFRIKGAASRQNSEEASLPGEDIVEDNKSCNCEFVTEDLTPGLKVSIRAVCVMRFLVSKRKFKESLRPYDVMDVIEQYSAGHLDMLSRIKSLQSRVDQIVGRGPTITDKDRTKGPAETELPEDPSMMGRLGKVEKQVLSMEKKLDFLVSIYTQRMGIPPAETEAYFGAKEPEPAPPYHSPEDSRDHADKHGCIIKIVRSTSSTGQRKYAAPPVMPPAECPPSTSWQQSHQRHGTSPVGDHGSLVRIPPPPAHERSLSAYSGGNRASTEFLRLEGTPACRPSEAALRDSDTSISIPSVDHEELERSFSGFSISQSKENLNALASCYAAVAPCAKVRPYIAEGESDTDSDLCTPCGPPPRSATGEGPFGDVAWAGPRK
Numbers without * were called inactive; i = inactive; / = not tested or not shown. An unsorted share of the library; overall some 1.9% were active at least once.

CHT block	KCNQ2 block	SMILES
i	i	Cc1cc2occ(CC(=O)Nc3nccs3)c2cc1C(C)C
i	i	O=C(c1ccco1)N1CCN(c2ccc(N3CCCCC3)nn2)CC1
i	i	Oc1cccnc1SCc1ccccc1
i	i	Cc1cc(C)nc(N2CCN(c3ccc(F)cc3)CC2)n1
-5.3*	i	COc1ccc(N2CCN(S(=O)(=O)c3cn(C)c(=O)n(C)c3=O)CC2)cc1
i	i	O=C(COc1cccc(C(F)(F)F)c1)Nc1ccc2[nH]ncc2c1
i	i	Cc1cccc(NC(=S)NCc2ccc3c(c2)OCO3)c1C
i	i	COc1ccc(S(=O)(=O)N2CCc3ccccc32)cc1NC(C)=O
i	/	O=c1[nH]c(=O)n(C2C[C@H](O)[C@@H](CO)O2)cc1C(F)(F)F (some centres not stated)
i	i	O=C(Cc1c(F)cccc1Cl)Nc1ccncc1
i	i	COc1ccc(F)c(CN2CCN(CCc3ccccc3)C(CCO)C2)c1 (configuration not stated)
i	i	Cc1ccc(S(=O)(=O)NC2=NCN(CC(=O)O)CN2)cc1
i	i	CC1CCCCN1CCCNC(=O)Cn1c(=O)c2cccn2c2ccccc21 (configuration not stated)
i	i	O=C(NCc1ccccc1)Nc1cccn(Cc2ccc(F)cc2)c1=O
i	i	CCN(CC)CCNC(=O)c1ccc(NC(=O)C2CCN(c3ncnc4sc(C)c(C)c34)CC2)cc1
i	i	CC(=O)Nc1cc(C(=O)N2CCCC2)ccc1Sc1ccc(Cl)cc1
i	i	CCOc1ccccc1N1CCN(CC(=O)NCCc2ccc(S(N)(=O)=O)cc2)CC1
i	i	CCn1c(SCC(=O)Nc2ccccc2C(=O)OC)nnc1-c1ccc(N)cc1
i	i	CC(C)(C)NC(=O)c1cccnc1Sc1ccccc1
i	i	COc1ccccc1C(c1nnnn1C(C)(C)C)N1CCN(Cc2ccncc2)CC1 (configuration not stated)
i	i	CC(C)=NN1C(c2nonc2N)=NOC1(C)C
i	i	N/C(Cc1cccs1)=N\OC(=O)COc1ccccc1Cl
i	i	NC(=O)C1Cc2ccccc2CN1S(=O)(=O)c1cccs1 (configuration not stated)
i	i	O=C(CCn1cnnn1)N1CCCC(Nc2ccc(F)cc2)C1 (configuration not stated)
i	i	CCOC(=O)N1CCC(N2C(=O)c3ccc(C(=O)Nc4cccc(OC)c4)cc3C2=O)CC1
i	i	CC1CC(C)CN(C(=O)c2ccc(NC(=O)c3ccc(=O)[nH]c3)cc2)C1 (configuration not stated)
i	i	CN(C)c1ccc(C(c2nnnn2C(C)(C)C)N2CCN(C(=O)c3ccco3)CC2)cc1 (configuration not stated)
i	i	Cc1nc2ccccn2c1C(=O)C(=O)Nc1cc(F)ccc1F
i	i	Cc1cccc(C)c1N/C=C/c1onc(C)c1[N+](=O)[O-]
i	i	COc1cc(C(=O)NNC(=O)c2ccccc2Br)ccc1OCC(=O)N1CCOCC1
i	i	CC(O)c1nc2ccccc2n1CC(=O)N1CCN(c2ccccc2)CC1 (configuration not stated)
i	i	Cc1ncc(CO)c2c1Oc1nc(-c3ccccc3F)nc(SCC(=O)N(C)c3ccccc3)c1C2
i	i	O=C(c1ccccc1)N1CCCC(C(=O)N2CCc3ccccc3C2)C1 (configuration not stated)
i	i	COc1cc(/C=N/NC(=O)c2cc(C)oc2C)ccc1O
i	i	O=[N+]([O-])c1ccc(CN2CCN(c3ccc(Cl)cc3)CC2)o1
i	i	CCC(c1nnnn1C(C)(C)C)N1CCN(C2CCCC2)CC1 (configuration not stated)
i	i	Clc1cccc(Nc2ncnc3c2cnn3-c2ccccc2)c1
i	i	O=C(O)c1ccccc1-c1ccccc1C(=O)Nc1ccc(OC(F)(F)F)cc1
i	/	CCC(C)(C)NC(=O)C(c1ccc(OC)cc1)N(Cc1cccs1)C(=O)CCC(=O)Nc1cc(C)on1 (configuration not stated)
i	i	COc1ccccc1N1CCN(C(=O)CSc2nnc(NC(=O)C3CCC3)s2)CC1

Structures listed so far with fluorine, in the order listed:
CHT block	KCNQ2 block	SMILES
i	i	Cc1cc(C)nc(N2CCN(c3ccc(F)cc3)CC2)n1
i	i	O=C(COc1cccc(C(F)(F)F)c1)Nc1ccc2[nH]ncc2c1
i	/	O=c1[nH]c(=O)n(C2C[C@H](O)[C@@H](CO)O2)cc1C(F)(F)F (some centres not stated)
i	i	O=C(Cc1c(F)cccc1Cl)Nc1ccncc1
i	i	COc1ccc(F)c(CN2CCN(CCc3ccccc3)C(CCO)C2)c1 (configuration not stated)
i	i	O=C(NCc1ccccc1)Nc1cccn(Cc2ccc(F)cc2)c1=O
i	i	O=C(CCn1cnnn1)N1CCCC(Nc2ccc(F)cc2)C1 (configuration not stated)
i	i	Cc1nc2ccccn2c1C(=O)C(=O)Nc1cc(F)ccc1F
i	i	Cc1ncc(CO)c2c1Oc1nc(-c3ccccc3F)nc(SCC(=O)N(C)c3ccccc3)c1C2
i	i	O=C(O)c1ccccc1-c1ccccc1C(=O)Nc1ccc(OC(F)(F)F)cc1

Taken from above (two entries):
CHT block	KCNQ2 block	SMILES
i	i	CC(C)=NN1C(c2nonc2N)=NOC1(C)C
i	i	N/C(Cc1cccs1)=N\OC(=O)COc1ccccc1Cl

(cont.)
CHT block	KCNQ2 block	SMILES
i	i	Fc1cccc(NC(=S)NCCc2ccccc2)c1
i	i	CN(C)S(=O)(=O)c1cccc(C(=O)Nc2ccc(Cl)cn2)c1
i	i	COc1ccc(C2C(C#N)=C(N)Oc3cc(O)ccc32)cc1Cl (configuration not stated)
i	i	C=CCNC(=O)CN(Cc1ccccc1)S(=O)(=O)c1ccc(C)cc1
i	i	CCOC(=O)C1CCCN(C(=O)/C=C/c2cccc([N+](=O)[O-])c2)C1 (configuration not stated)
i	i	COc1ccccc1N1CCN(C(CNS(=O)(=O)c2ccc(C)cc2)c2cccnc2)CC1 (configuration not stated)
i	i	Cc1cc(C)nc(SC(C)C(=O)Nc2ccc(S(N)(=O)=O)cc2)n1 (configuration not stated)
i	i	NCCOc1ccc(C23CC4CC(CC(C4)C2)C3)cc1
i	i	COc1cccc(NC(=O)Cc2ccc3ccccc3c2)c1
i	i	COC(=O)c1cc(Br)ccc1NC(=O)Nc1ccc(C)cc1
i	i	CCCCCN(C(=O)CCC(=O)OCc1cccc(Br)c1)c1c(N)n(CCCC)c(=O)[nH]c1=O
i	i	N#Cc1c(Cl)nc(-c2ccncc2)nc1-c1ccccc1
i	i	Cc1c(Cl)cccc1NC(=S)N=Nc1c(O)n(CN2CCOCC2)c2ccccc12
i	i	CSc1nc(O)c(N=Nc2ccc(F)cc2F)c(=O)[nH]1
i	i	CCc1nnc(NC(=O)CCC(=O)NC2CC2)s1
i	i	CC#CCN1c2ccccc2[C@]23C[C@@H](C(=O)OC)N(C(=O)OCC)C2=NC(C(=O)OC)=C(C(=O)OC)[C@H]13
i	i	CCOC(=O)COc1c(-c2ccc(OC)cc2)oc2ccccc2c1=O
i	i	O=C(Nc1ccccc1C(=O)O)c1cc(S(=O)(=O)Nc2cccc(F)c2)ccc1Cl
i	i	COC(=O)Cc1cc(=O)[nH]c(/N=C(\N)Nc2ccc(C)cc2)n1
i	i	CCOC(=O)c1c(N)sc(-c2ccccc2)c1C
i	/	CCc1ccc([C@@H]2CC=C(C(=O)O)[C@H](c3ccc(Cl)cc3)N2S(=O)(=O)c2ccc(C)cc2)cc1
i	i	O=C(O)c1ccc(/C=N/n2c(C3CCCCC3)n[nH]c2=S)cc1
i	i	CC(C)(C)C(=O)NNC(=O)c1cc(C(C)(C)C)nn1Cc1ccccc1
i	i	O=C(Cn1cncn1)N/N=C/c1ccc(Cl)cc1
i	i	Cc1cc(C)nc(NS(=O)(=O)c2ccc(NC(=O)c3ccc4c(c3)OCCO4)cc2)n1
i	i	Cn1cnnc1SCC(=O)c1ccc2c(c1)OCO2
i	i	CN(C)/C=C1\N=C(c2cccnc2Oc2ccc(Cl)cc2)OC1=O
i	i	CCOC(=O)c1ccc(N=c2scc(C)n2CC)cc1
i	i	Nc1cccc(C(=O)OCC(=O)c2ccccc2)c1
i	i	COC(=O)c1c(C)oc2ccc(N(C(=O)c3ccncc3)S(=O)(=O)c3ccc(C)cc3)cc12
i	i	C/C(=N/NC(=O)c1cccs1)c1c(C)[nH]n(-c2nc3ccccc3s2)c1=O
i	i	CCOCCOC(=O)c1[nH]c2c(c1C)C(=O)CC(c1ccc(N(C)C)cc1)C2 (configuration not stated)
i	i	CCC(C(=O)O)n1c(C(F)(F)F)nc2ccccc21 (configuration not stated)
i	i	CCOc1ccccc1C(=O)N/N=C/c1c[nH]c2ccccc12
i	i	O=C(c1cc2ccccc2o1)N(Cc1nnc(-c2ccccc2Cl)o1)C1CC1
i	i	CCc1ccc(C(=O)COC(=O)CNC(=O)CNS(=O)(=O)c2ccccc2)cc1
i	i	CC(C)(CNC(=O)c1ccc([N+](=O)[O-])c(Cl)c1)CNC(=O)c1ccc([N+](=O)[O-])c(Cl)c1
i	i	CCCn1nnnc1NCc1ccc(N(CC)CC)cc1
i	i	O=c1[nH]c2ccccc2c(=O)n1CCCO
i	/	CCC(C)Sc1ccc([C@@H]2[C@H]3C(=O)N(CC)C(=O)[C@H]3[C@]3(C(=O)OC)CCCN23)cc1OC (some centres not stated)
i	i	COc1ccc(N2CC(C(=O)N/N=C/c3cccs3)CC2=O)cc1 (configuration not stated)
i	i	Nc1ccc(-c2nnc(-c3ccc(-c4ccccc4)cc3)o2)cc1
i	i	COc1cccc2c(=O)n(CC(=O)NC3CCCC3)ccc12
i	i	Cc1cc(C(=O)OC2CCOC2=O)c2ccccc2n1 (configuration not stated)
i	i	O=C(Nc1ccc(Cl)cc1)C1CC(=O)n2c(nc3ccccc32)N1 (configuration not stated)
i	i	COc1ccc(CN2C(=O)c3cccnc3C2=O)cc1S(=O)(=O)N1CC(C)Oc2ccccc21 (configuration not stated)
i	i	Cc1ccc(O)c(-c2cc(-c3ccccc3F)[nH]n2)c1
i	i	Cc1c(C#N)c2ccccc2n1CC(=O)N1CCc2ccccc2C1
i	i	Cc1nc(N)c2c(Cc3cccc4ccccc34)nn(C(C)(C)C)c2n1
i	i	Cc1cc(C)c(NC(=O)CN2CCN(c3ccccn3)CC2)c(C)c1
i	i	Cc1nc2nc(NC(=O)c3ccco3)nn2c(C)c1Cl
i	i	Cc1ccc(CN2CCN(Cc3ccccc3C(F)(F)F)CC2)cc1
i	i	Cc1cccc(C)c1NS(=O)(=O)c1ccc(NC(=O)c2ccc(Cl)c([N+](=O)[O-])c2)cc1
i	i	Cc1cccc(C)c1NC(=O)CN(C)C(=O)CC1Sc2ccccc2NC1=O (configuration not stated)
i	i	O=C(NCCc1ccc(C(F)(F)F)cc1)c1ccc(Cl)nc1
i	i	CCOC(=O)C1CCCN(S(=O)(=O)c2cc(OCC(N)=O)c(C)cc2Cl)C1 (configuration not stated)
i	i	S=C(NCCN1CCOCC1)Nc1ccc(Cl)c(Cl)c1
i	i	Cc1ccccc1COc1ccc2oc(C)c(C(=O)O)c2c1
i	i	COc1cc([N+](=O)[O-])ccc1N1C(=O)CC(Sc2nccc(C)n2)C1=O (configuration not stated)
i	i	COc1ccc(CNC(=O)C2CCCN2)cc1OC (configuration not stated)

Next section.
CHT block	KCNQ2 block	SMILES
i	i	Cc1ccc(N/C=C/C(=O)c2cccs2)cc1
i	i	CCS(=O)(=O)c1nc(S(=O)(=O)c2ccc(C)cc2)c(NCCCN2CCCC2=O)s1
i	i	COc1ccccc1N1CCN(CCCCN2C(=O)C3CCCCN3C2=O)CC1 (configuration not stated)
i	i	CC1(C)CC(N2CCOCC2)=CC(=[N+]2CCOCC2)C1
i	i	CC(=O)Nc1c(O)nc(SCC(=O)Nc2sc3c(c2C#N)CCCCCC3)[nH]c1=O
i	i	Cc1nnc(N(C)C(=O)c2cccnc2)s1
i	i	CCn1c(=NC(=O)CS(=O)(=O)c2ccccc2)sc2cccc(OC)c21
i	i	Cc1ccc(NC(=O)NCC2CC2(Cl)Cl)cc1 (configuration not stated)
i	i	Cc1cc(S(=O)(=O)N(Cc2ccccc2)Cc2ccc(N(C)C)cc2)ccc1-n1cnnn1
i	i	CC1(C)Cc2ccccc2C(=NCC(=O)O)N1
i	i	CCN(CC)CCN1C(=O)C2C(C(=O)Nc3cc(C)cc(C)c3)C3C=CC2(O3)C1C(=O)NC1CCCCC1 (configuration not stated)
i	i	CC(C)COc1ccc(CNC(=S)Nc2ccccc2)cc1Cl
i	i	O=C(NN=C1CCCC1)c1ccccc1O
i	i	CC(=O)N(Cc1ccc2c(c1)OCO2)C1CC(=O)N(CCc2ccccc2)C1=O (configuration not stated)
i	i	COc1ccccc1NC(=O)CCCCCN1C(=O)c2cccc3cccc(c23)C1=O
i	i	CC(C)c1onc(C(=O)N2CCCCCC2)c1[N+](=O)[O-]
i	i	COC(=O)C1=C(C(=O)OC)[C@@H]2N(C)c3ccccc3[C@@]23C[C@@H](CO)N(C(=O)c2cccs2)C3=N1
i	i	COc1ccc([N+](=O)[O-])cc1NC(=O)c1ccccc1N(C)S(C)(=O)=O
i	i	Cc1cc2nnc(SCC(=O)NCc3cccs3)n2c(N)n1
i	i	O=C(c1ccco1)N1CCN(C(=O)C23CC4CC(CC(C4)C2)C3)CC1
i	i	Cc1noc(NS(=O)(=O)c2ccc(NC(=O)CC34CC5CC(CC(Br)(C5)C3)C4)cc2)c1C
i	i	CCN(CC)CCn1c(NCc2ccc3c(c2)OCO3)nc2ccccc21
i	i	Fc1ccc(C2CCCN2Cc2nc(CC3CC3)no2)cc1 (configuration not stated)
i	i	COc1ccc2[nH]c3c(=O)n(Cc4ccc(C(=O)N5CCCC5)cc4)c(=S)[nH]c3c2c1
i	i	Cc1onc(COc2ccccc2O)c1Br
i	i	CCOc1cccc(CNc2ccc(O)cc2)c1OCc1ccc(Cl)cc1
i	i	C=CCOC(=O)C1=C(C)Nc2nnnn2C1c1ccc(OC)cc1OC (configuration not stated)
i	i	O=C1CCN(N=Nc2cccc(Cl)c2)N1

Bioassay records: PubChem BioAssay, Johns Hopkins Ion Channel Center
